# Source: PubChem BioAssay
# KDM5B inhibitor = inhibitors of human KDM5B histone demethylase; Q9UGL1; Potency, µM (titrated, usually from 57.7 µM), inactives show top-dose activity change, negative = inhibition, usual class: inhibitors; 220,000 compounds, 2.6% hits; KDM5B demethylase, FDH-coupled NADH fluorescence (FDH is formaldehyde dehydrogenase); AID 1347165; active means well fitted inhibition curve with a large enough effect; inconclusive means small, poorly fitted or top-dose-only effect; inactive means no such curve, though single readings can be large or run the other way; further: 0% is about no effect; nearly all actives have a fitted effect of over 70% in size
# Target sequence (Q9UGL1 whole entry, looked up): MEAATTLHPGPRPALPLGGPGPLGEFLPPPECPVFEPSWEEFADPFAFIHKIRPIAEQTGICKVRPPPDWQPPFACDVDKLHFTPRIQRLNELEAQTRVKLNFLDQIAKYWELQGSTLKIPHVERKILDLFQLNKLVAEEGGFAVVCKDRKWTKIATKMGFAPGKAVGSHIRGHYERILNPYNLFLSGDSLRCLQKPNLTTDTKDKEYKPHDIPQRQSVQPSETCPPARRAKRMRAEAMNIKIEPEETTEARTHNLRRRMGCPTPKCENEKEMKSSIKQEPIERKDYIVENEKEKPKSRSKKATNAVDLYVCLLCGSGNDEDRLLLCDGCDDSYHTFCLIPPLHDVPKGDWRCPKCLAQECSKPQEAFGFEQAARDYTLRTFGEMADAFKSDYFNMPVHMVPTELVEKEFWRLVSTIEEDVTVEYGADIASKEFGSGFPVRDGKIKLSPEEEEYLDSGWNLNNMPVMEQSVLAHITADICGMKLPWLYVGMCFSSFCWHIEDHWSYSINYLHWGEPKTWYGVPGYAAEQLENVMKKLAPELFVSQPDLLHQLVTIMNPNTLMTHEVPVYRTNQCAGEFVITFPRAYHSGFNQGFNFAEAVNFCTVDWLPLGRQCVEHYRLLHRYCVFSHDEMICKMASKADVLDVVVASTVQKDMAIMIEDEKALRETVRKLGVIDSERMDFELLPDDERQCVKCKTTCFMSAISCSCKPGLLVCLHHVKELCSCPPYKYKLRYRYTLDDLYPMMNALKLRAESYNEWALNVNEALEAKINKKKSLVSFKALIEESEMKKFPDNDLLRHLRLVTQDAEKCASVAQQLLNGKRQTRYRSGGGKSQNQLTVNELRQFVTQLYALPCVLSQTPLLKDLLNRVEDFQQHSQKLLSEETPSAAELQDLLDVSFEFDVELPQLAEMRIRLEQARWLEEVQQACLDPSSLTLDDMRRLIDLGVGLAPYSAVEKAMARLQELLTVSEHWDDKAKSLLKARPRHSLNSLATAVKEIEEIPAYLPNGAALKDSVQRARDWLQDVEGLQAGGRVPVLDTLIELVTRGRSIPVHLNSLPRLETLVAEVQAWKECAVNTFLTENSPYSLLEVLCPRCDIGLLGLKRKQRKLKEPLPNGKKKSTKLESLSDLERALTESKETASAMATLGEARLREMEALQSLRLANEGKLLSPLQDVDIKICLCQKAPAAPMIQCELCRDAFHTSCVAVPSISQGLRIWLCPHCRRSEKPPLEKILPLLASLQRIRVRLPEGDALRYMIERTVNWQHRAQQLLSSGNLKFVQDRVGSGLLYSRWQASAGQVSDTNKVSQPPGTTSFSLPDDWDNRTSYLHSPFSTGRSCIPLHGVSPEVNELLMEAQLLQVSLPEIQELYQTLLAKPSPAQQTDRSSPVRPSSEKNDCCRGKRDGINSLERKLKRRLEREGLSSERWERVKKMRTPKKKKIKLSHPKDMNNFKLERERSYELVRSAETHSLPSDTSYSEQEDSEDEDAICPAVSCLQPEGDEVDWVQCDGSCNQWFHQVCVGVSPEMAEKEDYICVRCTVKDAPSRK
#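 KDM5BΔAP (200 nM final) in 50 mM HEPES pH 7.5, 0.01% Tween-20 was preincubated 10 min at RT with compound over a concentration range. Substrate mix (H3K4me3 12.5 µM, α-KG 25 µM, Fe²⁺, ascorbate, NAD⁺, FDH) was added, and NADH fluorescence change over 30 min gave dose-response curves.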
# * hit, by the source's call; i = inactive; ? = inconclusive; [ ] = remark or other dose. Potency means the concentration at half of the fitted maximal effect. These rows are one share of the data, so the mix of outcomes need not match the whole.
compound,KDM5B inhibitor
COc1ccc(CNC(=O)Cn2ccn3nc(-c4ccccc4)c(CO)c3c2=O)cc1OC,?
CN(CC1CCOCC1)C(=O)c1ccc(Br)cc1,-14.5%
O=C1NCCCCCCN(C(=O)COc2ccccc2)[C@H]2C[C@H](c3nc(-c4cnccn4)no3)C[C@@H]12,1.0%
CCCn1c(SCC(=O)c2c(N)n(C3CC3)c(=O)[nH]c2=O)nnc1-c1ccncc1,37.8%
CCCc1nc(C2CC(=O)N(C3CCCCC3)C2)no1 (stereo unspecified),7.2%
COc1ccc(C(=O)N2CCCCCCNC(=O)[C@@H]3C[C@@H](c4nc(C(C)C)no4)C[C@@H]32)cc1,-15.6%
COc1ccc(C(=O)N2CCC3(CC2)N=C(c2ccc(Cl)cc2)NO3)cc1OC,?
Cc1noc(C)c1-c1cc2c(c(-c3ccccc3)c1)C(=O)N(C)C2,-14.7%[86.2 µM]
CC(C)NC(=O)N1CCC2(CC1)CN(C(=O)Cc1cccc(O)c1)Cc1ccccc1O2,5.3%[115 µM]
CCOC(=O)c1cc(S(=O)(=O)Nc2ccc(OC)c(Cl)c2)[nH]n1,-28.1%
CNC(=O)c1cc(-c2ccccc2OC)cc2c1OCCN2Cc1cccnc1,28.2µM*
O=C1CCCC2=C1C(c1ccccc1F)c1c([nH]n(-c3ccccc3)c1=O)N2 (stereo unspecified),-3.1%
O=C(N1CCN(S(=O)(=O)c2ccc3c(c2)CCC3)CC1)N1CC2CC(C1)[C@H]1CCCC(=O)N1C2 (stereo partly specified),-18.6%
CCCn1nc(C(=O)Nc2nc(-c3ccc(OC)cc3)cs2)c2ccccc2c1=O,-10.4%
COc1cccc(CN2C(=O)OC3(CCN(C(=O)c4ccn(C)n4)CC3)C2(C)c2cccnc2)c1 (stereo unspecified),-27.3%
O=c1c2sc3ccccc3c2n(Cc2ccc(Cl)cc2)c(=O)n1Cc1ccco1,?
C/C=C/Cn1c(SCCCc2ccccc2)nc2c1c(=O)[nH]c(=O)n2C,0.0%
COC(=O)c1ccccc1NC(=O)C1=C(c2ccccc2)S(=O)(=O)CCO1,-1.9%
CC(C)(C)c1cc(/C=C(\C#N)C(=O)Nc2ccccc2)cc(C(C)(C)C)c1O,-26.9%
COc1ccc(CNC(=O)[C@@H]2CCC[C@@H](NC3CCC3)CN(C)C(=O)C2)cc1,-5.1%[86.2 µM]
Cc1cc(C2=NNC(=Nc3ccccc3)SC2)c(C)n1CC1CCCO1 (stereo unspecified),-14.7%
Cc1cccc(N2CCN(C(=O)CCn3c(=O)c4cccn4c4cccnc43)CC2)c1C,-19.2%
Cc1ccc(C(C)C)c(Oc2ccc(C#N)c(C#N)c2)c1,-30.0%
Cc1ccc(C2Cn3nnc(C(=O)N4CCC(C(=O)NC5CCCC5)CC4)c3CO2)cc1 (stereo unspecified),14.6%

# Some values from the entries so far.
# C/C=C/Cn1c(SCCCc2ccccc2)nc2c1c(=O)[nH]c(=O)n2C in KDM5B inhibitor: 0.0%
# Cc1ccc(C2Cn3nnc(C(=O)N4CCC(C(=O)NC5CCCC5)CC4)c3CO2)cc1 (stereo unspecified) in KDM5B inhibitor: 14.6%

# The results go on.
compound,KDM5B inhibitor
O=C(CN1CCN(C2CCS(=O)(=O)C2)CC1)N1CC=C(c2ccccc2)CC1 (stereo unspecified),-16.2%
CCC(=O)Oc1ccc2c(=O)c(Oc3ccccc3Br)c(C)oc2c1,?
CN(C)S(=O)(=O)c1ccc(Cl)c(C(=O)Nc2cc(Cl)cc3cccnc23)c1,?
CN(Cc1ccccc1)c1oc(-c2ccco2)nc1C#N,?
O=C(OCc1ccc(Br)cc1)c1cccc(O)c1,-24.2%
COc1ccc(CNC(=O)c2cc3c(=O)n(Cc4cccnc4)ccc3nc2C)cc1,?
O=C(CN1CCN(c2ccc(O)cc2)CC1)Nc1ccnn1Cc1ccccc1Cl,?
c1ccc2c(CNC3CCCCC3)cccc2c1,-21.5%
CCCCCCCNC(=O)CCNC(=O)c1ccccc1,-7.7%
COc1cccc(-c2ccc(=O)n(CC(=O)NCCc3ccc(OC)c(OC)c3)n2)c1,10.7%
Cn1nc(-c2ccc(OCC(=O)NC3CCCCC3)cc2)c2ccccc2c1=O,4.6%
COc1cccc(NC(=O)C(=O)c2c(C)[nH]c3ccccc23)c1,12.0%

# Continued; it opens with the 3 that closed the last part.
compound,KDM5B inhibitor
COc1cccc(-c2ccc(=O)n(CC(=O)NCCc3ccc(OC)c(OC)c3)n2)c1,10.7%
Cn1nc(-c2ccc(OCC(=O)NC3CCCCC3)cc2)c2ccccc2c1=O,4.6%
COc1cccc(NC(=O)C(=O)c2c(C)[nH]c3ccccc23)c1,12.0%
Nn1c(SCc2ncc(-c3ccccc3)o2)nnc1-c1ccc(F)cc1,6.6%
COc1cccc(C(=O)NCCc2csc(-c3cccc(F)c3)n2)c1OC,-27.5%
CCCCN(C(=O)c1cccnc1OCC)c1c(N)n(CCC)c(=O)[nH]c1=O,15.9%
C=CCn1c(-c2sc3nc(C)cc(C)c3c2N)n[nH]c1=S,-8.6%
Cc1ccc(NC(=O)N2CCC(CCNC(=O)CCC3CCCC3)CC2)cc1F,3.7%
CC(C)n1nc(OC(C)(C)C(=O)NCc2cnccn2)c2cc(CN3CCOCC3)ccc21,-15.6%
O=[S+]1([O-])NCC2(CCN(Cc3ccsc3)CC2)Nc2ccccc21,10.3%
CCC(C)NC(=O)CN1C(=O)C(c2ccccc2)=NC1(C)C (stereo unspecified),15.3%
O=C(COc1ccc(Cl)cc1Cl)OCC(=O)c1ccc(Br)cc1,5.1%
Cc1cc(C)c(OCC(=O)Nc2ccc(NC(=O)c3ccco3)c(C)c2)c(Br)c1,-15.8%
COc1ccc(CCNC(=O)c2cc3c(-c4ccccc4F)nn(C)c3s2)c(OC)c1,?
Cc1ccccc1/C=C1\Cc2ccccc2C1=O,4.7%
CCN(c1ccccc1)c1nnc(NC(=O)Nc2cc(Cl)ccc2OC)s1,4.9%
Cc1nn(Cc2noc(C(=O)NC(C)c3ccccc3)n2)c(C)c1Br (stereo unspecified),-5.5%
CCN(c1ccccc1)c1ncnc2c1cnn2-c1ccc(OC)cc1,?
Cc1ccc(C(=O)Nc2ccc(CC(=O)N3CCOCC3)cc2)cc1F,-7.5%
CCc1ccccc1NC(=O)c1ccc2c(Cl)c3c(nc2c1)CCC3,-12.8%
CCOC(=O)CCNC(=O)N1CCc2c(nc3cc(-c4ccccc4)[nH]n3c2=O)C1,28.2µM*
O=C(Nc1cccc(-c2nnc3n2CCCC3)c1)c1ccsc1,-7.4%
COC(=O)c1cc(-c2ccc(C)o2)nc2ccccc12,?
CC(C)CN(CC(N)=O)CC(=O)N(C)C1(C#N)CCCCC1,0.8%
O=C(N1CCCC1)N1CCCC(c2nnc3n2CCNC3)C1 (stereo unspecified),?
COc1ccc(C(=O)Nc2cc(C(C)C)c(O)c(S(=O)(=O)c3ccc(Cl)cc3)c2C)cc1,?
COc1cccc(C(=O)N2C[C@@H](COc3ccccc3)[C@H](C(N)=O)C2)c1,8.0%
CCCn1cc(S(=O)(=O)c2ccc(C)c(C)c2)c(=O)c2cc(F)c(N3CCCCC3)cc21,-7.8%
O=C(Nc1ccnn1C1CCN(Cc2ccn[nH]2)CC1)c1ccccc1,29.7%
COc1ccc(C(=O)N2CCC(c3ccncc3)CC2)cc1OC,-2.5%
CCCOc1ccc(CNC(=O)c2cc3oc4ccccc4c3n2C)cc1,?
CCOc1ccc(NC(=O)Cn2cnc3sc(C)c(S(=O)(=O)N4CCN(c5ccccc5OC)CC4)c3c2=O)cc1,-5.8%
COc1cc2c(cc1NC(=O)COc1ccc(Br)cc1)oc1ccccc12,-9.2%
CCOC(=O)c1cn2nc(Oc3ccc(C#N)cc3)ccc2n1,?
COc1ccc(CCNC(=O)c2nn(-c3ccc(C)cc3)c(=O)c3c2c2ccccc2n3C)cc1OC,-12.1%
O=C(NCc1ccccc1)c1ccccc1OC1CN(Cc2cccc(F)c2)C1,16.1%
c1ccc2c(c1)cnn2CCCn1ccnc1-c1cc2n(n1)CCCNC2,-13.1%
O=C(NCc1ccccc1)N1CCC(N2CC(OCC3CC3)C23CCOCC3)CC1 (stereo unspecified),26.2%
Cc1nc2nc(SCC(=O)NCCc3ccccc3)nn2c(C)c1Cc1c(F)cccc1Cl,?
O=C(NCC1CN(C(=O)Cc2cccc(OC(F)(F)F)c2)CC12CN(c1ccccc1)C2)Nc1ccccc1 (stereo unspecified),-8.4%
CC(=O)c1cccc(-n2cccc2)c1,6.7%
CCc1nc2c(c(-c3ccc(Cl)cc3)n1)CN(C(=O)c1ccccc1F)CC2,-4.8%
CN(Cc1cccc(C(F)(F)F)c1)C(=O)c1ccccc1,7.5%[86.2 µM]
CCCN(CC(=O)Nc1ccc(Cl)cc1Cl)C(=O)CC(NC(C)=O)c1ccccc1 (stereo unspecified),12.0%
COCCNC(=O)[C@@H]1C[C@@H](O)CN1C1CCN(C(=O)C2CCCC2)CC1,-8.5%
Cc1cc(C)nc(NS(=O)(=O)c2ccc(Nc3nc(-c4ccc(C)c(C)c4)cs3)cc2)n1,-24.7%
CCOC(=O)c1cnc(NC2CCCCC2)c2ccccc12,?
COC(=O)C1CN(Cc2ccc(F)cc2)CCS(=O)(=O)N1Cc1ccc(C)cc1 (stereo unspecified),9.0%
CCCCOc1ccc(C(=O)N(Cc2nc(-c3ccc(Cl)cc3)no2)C(C)C)cc1,-11.5%
COc1ccc(Nc2oc(COc3ccc(C)cc3)nc2C#N)cc1,-7.1%
COc1ccc(-c2oc3ncn4nc(COc5ccc(Cl)cc5)nc4c3c2-c2ccc(OC)cc2)cc1,?

# (list continues)
Structure	KDM5B inhibitor
Cc1ccc(C(=O)Oc2cccc3cccnc23)cc1	8.6%
CCN1CCN(c2oc(/C=C/c3cccc(OC)c3)nc2C#N)CC1	?
Cc1nc(SCC(=O)Nc2ccccc2)c2oc3ccccc3c2n1	25.1%
Cc1ccc(C2Cn3cnc(C(=O)N4CCC(C(=O)NCc5ccc(F)cc5F)CC4)c3CO2)cc1 (stereo unspecified)	21.5%
CN1CCCCCC(O)c2cc(C(=O)N3CCN(c4ncccn4)CC3)ccc21 (stereo unspecified)	?
Cc1ccc(C)c(CC(=O)NCc2cc3n(n2)CCN(C(=O)N(C)C)C3)c1	-9.6%
COc1ccc(-c2noc(CCC(=O)Nc3ccc(C(F)(F)F)cc3)n2)cc1	-16.0%
COc1ccc(CCNC(=O)Cn2ccc3cc(S(=O)(=O)N4CCCCC4)ccc32)cc1OC	-18.4%
CCc1ccccc1NC(=O)Cn1c(=O)n(Cc2cccc(Cl)c2)c(=O)c2ccccc21	0.1%
CCc1nc2nccc(-c3ccc(OC)cc3F)n2n1	i
Cc1nn(CN2CCN(S(=O)(=O)c3ccccc3Cl)CC2)c(=O)c2ccccc12	19.3%
CN1CC(=O)N2CCN(Cc3csc(-c4ccccc4)n3)CC2C1=O (stereo unspecified)	-15.9%
CCN1C(=O)N/C(=C/c2cn(CC(=O)Nc3ccccc3)c3ccccc23)C1=O	-14.1%
O=[N+]([O-])c1cccc(/C=N/OCc2ccccc2Cl)c1	17.1%
Cc1ccc(Cl)cc1N1CCN(C(=O)Cn2c(-c3cccs3)cc3cc(F)ccc32)CC1	?
O=C(OCc1ccc(I)cc1)c1ccc([N+](=O)[O-])cc1	22.7%
Cc1ncc(CO)c2cc(C(=O)Nc3ccc(OC(F)(F)F)cc3)c(=O)oc12	25.3%
COc1ccccc1N1CCN(c2ccc(=O)n(CC(=O)Nc3ccc(F)c(F)c3)n2)CC1	-27.3%
CC(C)c1cc(=O)oc2cc(OCC(=O)NCCc3ccccc3)ccc12	?
CC(NC(=O)c1ccc(OC(F)(F)F)cc1)C(=O)N1CCN(c2ccccn2)CC1 (stereo unspecified)	?
Cc1ccc(-c2nc(C3CC(=O)N(C4CCCCC4)C3)no2)s1 (stereo unspecified)	?
CN1CCc2c([nH]c3ccccc23)C12CCN(C(=O)c1ccc(Cn3ccnc3)o1)CC2	11.1%
Cc1noc(C)c1-c1cc2c(cc(C)n2C)c(NCCCn2ccnc2)n1	-4.8%[86.2 µM]
CCOc1ccc(NC(=O)CN(c2ccc(CC)cc2)S(=O)(=O)c2c(C)noc2C)cc1	11.0%
N#Cc1cc2c(n(-c3ccccc3C(F)(F)F)c1=O)CCCC2=O	?
COCCNC(=O)c1ccc2c(c1)N(Cc1cc(C)ccc1C)C(=O)c1ccccc1S2(=O)=O	?
Cc1ccc2[nH]c(=O)c(CCC(=O)N3CCN(CC(C)C)CC3)cc2c1	22.4µM*
CC(C)(C)OC(=O)N1CCC(c2c(C(=O)Nc3ccc4c(c3)OCCO4)cnn2-c2ccc(F)cc2)CC1	-12.4%
CCn1c(CO)nnc1C1CC(NC(=O)c2sccc2N)C1 (stereo unspecified)	11.2µM*
O=C(NCCC1CCN(C(=O)Nc2cccc(F)c2)CC1)c1ccoc1	-12.8%

# Sorted by value in KDM5B inhibitor (high to low): 3 from the list above
Structure	KDM5B inhibitor
CCOC(=O)CCNC(=O)N1CCc2c(nc3cc(-c4ccccc4)[nH]n3c2=O)C1	28.2µM*
Cc1ccc2[nH]c(=O)c(CCC(=O)N3CCN(CC(C)C)CC3)cc2c1	22.4µM*
CCn1c(CO)nnc1C1CC(NC(=O)c2sccc2N)C1 (stereo unspecified)	11.2µM*

# (listing goes on)
Structure	KDM5B inhibitor
CC(C)c1nnc(C2CN(C(=O)CCN3CCOCC3)CC23CCOCC3)o1 (stereo unspecified)	7.9%
O=C(Oc1ccc2c(c1)O/C(=C\C=C\c1ccccc1)C2=O)c1cccs1	-28.6%
N#CCOc1ccc2[nH]cc(C(C(=O)O)N3CCN(Cc4ccccc4)CC3)c2c1 (stereo unspecified)	5.1%
Cc1ccc(C(=O)OCC(=O)Nc2c(Cl)cc(S(N)(=O)=O)cc2Cl)o1	2.4%
COc1cccc(NC(=O)/C(C#N)=C\c2cn(Cc3ccc(Cl)cc3)c3ccccc23)c1	?
